# STAT1 activator: STAT1 signaling activators, primary screen, cell-based, HTS, luciferase reporter. activation (% of control), % at 5.5 µM. AID 932, 2007. NIH 3T3 STAT1-luciferase reporter, IFN-gamma, luminescence; 100% = IFN-gamma alone, no compound. 2.6% of 200,000 active;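 active = activation above the screen-wide mean activation plus 3 SD, cut at about 130% in these data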;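 also: raw ratio to IFN-gamma control signal so 100% means no change and 0% no light; values of inactives mirror those of a sister screen read the other way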
# APP transl inh: inhibitors of APP translation via 5'UTR reporter, primary screen, APP 5'UTR luciferase, SH-SY5Y cells; SH-SY5Y APP 5'UTR-luciferase reporter, luminescence; 0.82% of 190,000 active; inhibition, % at 2 µM;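 active = inhibition above a set limit, derived from the sample mean plus 3 SD, cut at about 45% in these data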; also: values of inactives mirror those of a sister screen read the other way
# FLuc inh counter: firefly luciferase enzyme inhibitors, primary screen, artefact control for luciferase-based inhibitor screens, biochemical, luminescence, ATPLite; inhibition, % at 10 µM; Luciferin 4-monooxygenase (Photinus pyralis), P08659; 10 min; AID 1006, 2008; 1.5% of 200,000 active;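 active = inhibition above about 50% when tested at 10 µM, limit read from the data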
# Target sequence (P08659 whole entry, looked up): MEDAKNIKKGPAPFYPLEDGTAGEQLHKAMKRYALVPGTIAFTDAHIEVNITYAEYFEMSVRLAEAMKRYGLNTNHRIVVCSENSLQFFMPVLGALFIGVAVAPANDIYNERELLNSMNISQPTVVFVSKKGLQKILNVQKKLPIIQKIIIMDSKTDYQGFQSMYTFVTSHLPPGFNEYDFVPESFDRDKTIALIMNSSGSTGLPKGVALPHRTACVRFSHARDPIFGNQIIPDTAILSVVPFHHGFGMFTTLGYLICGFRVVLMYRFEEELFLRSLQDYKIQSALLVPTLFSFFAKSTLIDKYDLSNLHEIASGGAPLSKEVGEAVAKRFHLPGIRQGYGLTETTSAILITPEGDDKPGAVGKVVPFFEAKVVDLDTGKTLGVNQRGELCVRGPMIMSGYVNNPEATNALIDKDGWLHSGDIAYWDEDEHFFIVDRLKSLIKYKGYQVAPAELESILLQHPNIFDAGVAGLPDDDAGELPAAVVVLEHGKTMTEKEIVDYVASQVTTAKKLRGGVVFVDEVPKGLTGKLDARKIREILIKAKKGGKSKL
# STAT3 blocker: IL-6 driven STAT3 reporter inhibitors, primary screen, U3A cells, luciferase, luminescence, MLSCN library | IL-6 STAT3-luciferase reporter; host cell line lacks STAT1 | inhibition, % at 5.5 µM | 0.89% of 190,000 active | AID 862, 2007;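 active = inhibition above the mean inhibition across all screened compounds plus 3 SD, cut at about 44% in these data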;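 also: 0% = DMSO only wells and 100% = 100 µM nifuroxazide control wells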
# APP 5'UTR act: activators of APP 5'UTR luciferase reporter, primary screen, SH-SY5Y cells; SH-SY5Y APP 5'UTR luciferase reporter, luminescence; zero percent = DMSO vehicle wells; activation, % at 2 µM; 1% of 190,000 active; AID 1276, 2008;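 active = activation above a set limit, based on mean plus 3 SD of controls, cut at about 140% in these data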; also: values of inactives mirror those of a sister screen read the other way
# FLuc act counter: FLuc activators, initial screening, artefact control for FLuc-dependent activation tests, biochemical, ATPlite luminescence; ATPlite luciferase biochemical, 10 min; 0 = ATP-free wells, 1 = DMSO control; activation factor at 10 µM; Luciferin 4-monooxygenase (Photinus pyralis), P08659; 200,000 tested, under 10 active;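 active = luciferase activation factor, scaled between plate controls, of at least 2 with compound at 10 µM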
#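 assay system = Luciferase/luciferin detection reagent, cell-free biochemical luciferase assay | also added = ATP substrate | times = 10 min post-reagent at room temperature | measured by = luminescence from luciferase reaction | measure = luciferase activation, seen as luminescence increase over controls | benchmarks = low control with PBS replacing ATP, high control enzyme plus ATP without compound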
# STAT1 blocker: STAT1 signaling inhibitors, primary screen, cell-based, HTS, luciferase reporter. NIH 3T3 STAT1-luciferase reporter, IFN-gamma, luminescence. inhibition, % at 5.5 µM. 0.35% of 200,000 active. AID 920, 2007;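 active = inhibition above a set limit, the mean inhibition across all tested compounds plus 3 SD, cut at about 34% in these data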;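 also: 0% = IFN-gamma with DMSO and 100% = IFN-gamma with 300 µM nifuroxazide; values of inactives mirror those of a sister screen read the other way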
# ROMK mod: ROMK potassium channel modulators, primary screen, cell-based, thallium flux, MLSMR library; B-score at 10 µM; ATP-sensitive inward rectifier potassium channel 1 (Homo sapiens), P48048; 2% of 130,000 active; AID 1918, 2009; Tet-inducible ROMK, thallium flux fluorescence; actives lie on both sides;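 active = signal ratio slope over the read window, or its plate-corrected B-score, at least 3 SD from the plate mean, either direction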;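 also: B-score of the F/F0 ratio slope over 7 to 12 s after thallium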
# Target sequence (P48048 whole entry, looked up): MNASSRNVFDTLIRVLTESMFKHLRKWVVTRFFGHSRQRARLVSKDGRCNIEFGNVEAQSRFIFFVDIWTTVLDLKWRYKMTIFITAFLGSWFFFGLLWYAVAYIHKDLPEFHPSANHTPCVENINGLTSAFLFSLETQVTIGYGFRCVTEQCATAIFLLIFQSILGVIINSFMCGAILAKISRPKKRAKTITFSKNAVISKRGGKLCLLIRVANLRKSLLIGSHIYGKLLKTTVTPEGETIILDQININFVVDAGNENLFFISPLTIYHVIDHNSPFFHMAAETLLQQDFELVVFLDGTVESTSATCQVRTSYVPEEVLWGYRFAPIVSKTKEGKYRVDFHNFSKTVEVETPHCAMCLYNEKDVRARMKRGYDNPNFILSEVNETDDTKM
# NF-kB neuron act: activators of NF-kB expression in neurons, primary screen, cell-based, HTS; 1.6% of 190,000 active; human neuronal cells, NF-kB reporter expression; stronger effect = higher value; fold change at 12.5 µM; in the data active = fold change above about 3.3
# STAT3 activator: IL-6 driven STAT3 reporter potentiators, primary screen, U3A cells, luciferase, luminescence, MLSCN library | IL-6 STAT3-luciferase reporter; 100% = signal with IL-6 EC80 alone | 0.91% of 190,000 active | AID 871, 2007 | activation (% of control), % at 5.6 µM;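 active = activation above the screen-wide mean of compound activation plus 3 SD, cut at about 130% in these data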;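 also: 0% = background luminescence of wells with medium and substrate only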
#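 Detection: reporter luminescence signal / Assay system: STAT1-lacking human U3A cells, STAT3 luciferase reporter / Incubation: compound pre-incubation 1 h before IL-6, then 6 h stimulation at 37 °C / Control set: IL-6-only high control / Read-out: % activation relative to IL-6 control / Probe or stimulus: Interleukin-6, 33 ng/mL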
# * marks the source's active call; other numbers are inactive results; . = no result given. Hits appear at their usual frequency. Share with any hit: about 7.1%.
SMILES,STAT1 activator,APP transl inh,FLuc inh counter,STAT3 blocker,APP 5'UTR act,FLuc act counter,STAT1 blocker,ROMK mod,NF-kB neuron act,STAT3 activator
CCOC(=O)c1cnc2c(Cl)cc(Cl)cc2c1NCCOCCO,92,-7,-5,19,7,1,9,.,1.7,92
Cc1[nH]c2ccccc2c1N=Nc1c(C)n(C)n(-c2ccccc2)c1=O,82,-15,-4,16,15,1,18,-0.12,1,92
Cc1ccc2[nH]cc(C(=O)NCc3cccs3)c(=O)c2c1,91,8,1,16,-8,1,4,-1.3,0.74,88
O=C(Nc1nccs1)NC(C(F)(F)F)C(F)(F)F,87,-4,-8,-16,4,1.1,14,-0.7,1.1,111
CCOc1ccc(N/C(C)=C/C(=O)c2ccc(C)o2)cc1,116,-9,34,4,9,0.7,-18,.,1.9,98
O=C1c2ccccc2C(=O)N1SC1CCCCC1,103,-10,3,18,10,1,-4,0.0021,1.3,86
COc1ccc(NC(=O)[C@H](C)NC(N)=O)cc1S(=O)(=O)Nc1cc(C)ccc1Br,95,-25,-4,7,25,1,5,-0.12,0.93,96
Cc1ccc2[nH]c(=O)c3cc(C(=O)N(CCCOC(C)C)Cc4ccco4)sc3c2c1,104,5,-8,27,-5,1.1,-4,.,0.42,82
O=C(O)CSc1cc(C(=O)c2ccccc2O)cn2c(=O)c3c(-c4ccccc4)csc3nc12,101,7,41,-5,-7,0.6,-1,1.3,1.2,103
COc1ccc(CNC(=O)CCSCc2ccccc2Cl)c(OC)c1,107,-9,-1,-2,9,1,-8,.,1,103
CCCCn1c2nc3ccccc3nc2c2c(=O)n(CCC)cnc21,98,-12,-3,1,12,1,2,.,1.1,99
COC(=O)c1ccc(OCc2nc(N)nc(N3CCOCC3)n2)cc1,95,7,-4,10,-7,1,4,-0.83,1.2,96
O=C(NCc1ccccc1)c1nc[nH]c1C(=O)NCc1ccccc1,105,6,-3,-11,-6,1,-8,.,0.96,111
O=C(CCCn1c(=S)[nH]c2cc3c(cc2c1=O)OCO3)NC1CC1,104,-14,-7,5,14,1.1,-4,.,1.1,96
CC1=NN(C(=O)c2ccc(C)o2)C(O)(c2ccccc2)C1 (stereo unspecified),159*,-49,-4,-6,49,1,-67,.,1,108
CCc1ccc(/C=N/NC(=O)c2cc(-c3ccncc3)nc3ccccc23)s1,112,91*,-3,-28,-91,1,-13,.,1.8,124
NC(=O)C1(N2CCCCC2)CCN(C(=O)c2cccn3c(=O)c4cc(Cl)ccc4nc23)CC1,110,11,-9,1,-11,1.1,-11,.,1.1,103
CN(CC(=O)N1CC=C(c2ccccc2)CC1)S(=O)(=O)c1ccc2c(c1)c(=O)n(C)c(=O)n2C,94,-1,-8,7,1,1.1,7,.,1.1,98
COc1ccc(C(=O)OCC(=O)NC(=O)CCSc2ccccc2)cc1,91,-4,-1,24,4,1,10,.,0.99,81
Cc1nnc(N/N=C\c2ccc(-c3ccccc3[N+](=O)[O-])o2)n1N,105,0,5,-31,0,0.9,-6,-0.27,0.91,127

# Record cards, from the list above:
# O=C1c2ccccc2C(=O)N1SC1CCCCC1 across the screens: STAT1 activator: 103; APP transl inh: -10; FLuc inh counter: 3; STAT3 blocker: 18; APP 5'UTR act: 10; FLuc act counter: 1; STAT1 blocker: -4; ROMK mod: 0.0021; NF-kB neuron act: 1.3; STAT3 activator: 86
# O=C(NCc1ccccc1)c1nc[nH]c1C(=O)NCc1ccccc1 across the screens: STAT1 activator: 105; APP transl inh: 6; FLuc inh counter: -3; STAT3 blocker: -11; APP 5'UTR act: -6; FLuc act counter: 1; STAT1 blocker: -8; ROMK mod: .; NF-kB neuron act: 0.96; STAT3 activator: 111

# Additional records.
SMILES,STAT1 activator,APP transl inh,FLuc inh counter,STAT3 blocker,APP 5'UTR act,FLuc act counter,STAT1 blocker,ROMK mod,NF-kB neuron act,STAT3 activator
Cc1ccc(S(=O)(=O)N(C)C)cc1NC(=O)COC(=O)c1c(C)noc1C,96,-11,-2,6,11,1,4,-0.47,1.2,98
CC12CN3CCN(CC(C3)C1(O)CN1CCCCC1)C2 (stereo unspecified),97,9,-1,2,-9,1,4,.,1.3,101
Cc1c(Br)c([N+](=O)[O-])nn1CC(=O)NCC1CCCO1 (stereo unspecified),90,-4,-3,6,4,1,10,0.47,1.2,100
CCS(=O)(=O)N1CCN(S(=O)(=O)c2ccccc2)CC1,90,0,-6,6,0,1.1,9,0.46,1,96
Cc1ccc(NC(=O)OCc2cn(-c3ccc(Cl)cc3)nn2)cc1,98,.,-8,9,.,1.1,2,.,1.1,97
Cc1cc2ccccc2cc(C)c1=O,109,7,-5,21,-7,1,-10,.,0.93,86
CC(OC(=O)c1ccc2ncsc2c1)C(=O)NCc1ccccc1 (stereo unspecified),102,6,-3,5,-6,1,-2,-0.046,1,98
CCOc1ncccc1C(=O)NCc1cccc(OC)c1,103,9,-6,-3,-9,1.1,-4,.,1.2,101
O=[N+]([O-])c1ccc(NC(=S)NCCc2ccc(F)cc2)cc1,94,6,-3,-37,-6,1,6,.,0.49,126
Cn1c(-c2ccc(C(=O)c3ccccc3)s2)nc2ccccc21,116,-48,.,49*,48,.,-18,.,.,61
COc1ccc(N(CC(=O)NCc2ccco2)S(C)(=O)=O)cc1OC,106,2,-5,14,-2,1.1,-6,0.0066,0.94,93
O=C(COC(=O)/C=C/c1ccc(S(=O)(=O)N2CCCCCC2)cc1)NCc1ccccc1Cl,100,-7,2,-6,7,1,0,0.88,1.1,105
Cc1ccc(NC(=O)c2ccc(F)cc2)cc1S(=O)(=O)N1CCCCCC1,89,-1,-8,11,1,1.1,11,-1.7,0.62,93
CCn1c(SCC(=O)Nc2ncc(C(F)(F)F)cc2Cl)nnc1-c1ccccc1,103,-7,-1,-7,7,1,-3,.,0.87,105
CCc1c(C)nc(SCC(=O)Nc2c(C)n(C)n(-c3ccccc3)c2=O)[nH]c1=O,104,-1,2,-4,1,1,-5,.,1.1,112
CCn1ncc([C@@H]2C[C@H]3CN(Cc4cccc(Cl)c4)C(=O)[C@]34CCCN24)c1C,94,7,-11,-7,-7,1.1,4,-0.36,1.2,112
Cc1cc(=O)oc2cc(OCC(=O)OCC(=O)Nc3ccccc3C(C)C)ccc12,106,4,-3,-3,-4,1,-6,-0.62,1.1,101
CSc1nccc(N2CCN(c3ccc(F)cc3)CC2)n1,93,-2,-1,27,2,1,8,-0.83,1.2,76
O=C1c2ccccc2C(=O)N1Cc1cnc(N2CCN(c3ccccc3)CC2)s1,104,7,-3,12,-7,1,-7,0.46,1.1,93
O=C(c1ccccc1)C1CCN(CC(=O)N2CCN(c3ccccc3)CC2)CC1,95,-19,-5,6,19,1.1,3,-0.9,0.91,98
CCCOc1ccc(C(=O)CCN2CCCCC2)cc1,102,0,2,2,-1,1,-2,0.32,1.1,100
Cc1cccc(NCc2ccccc2O)c1,96,11,-2,14,-11,1,4,.,1.1,91
CCN1CCN(c2ccc(NC(=O)c3ccc(C#N)cc3F)cc2Cl)CC1,110,-8,0,-2,7,1,-12,-0.11,1.3,103
COC(=O)CCn1[nH]c(=O)c2ccccc2c1=O,97,4,-2,0,-4,1,3,.,1,100
Cc1cc(OCC(=O)O/N=C(\N)c2ccccc2)ccc1Cl,110,0,0,-1,0,1,-12,0.98,1.4,99
CC(C)(C)c1csc(NC(=O)c2ccc3nccnc3c2)n1,128,-65,13,-8,65,0.9,-31,.,1.1,110
CN(C)S(=O)(=O)c1cccc(C(=O)OCC(=O)NCc2ccccc2)c1,102,6,-6,4,-6,1.1,-2,.,1.6,103
CCCn1c(NCc2ccc3c(c2)OCO3)nc2ccccc21,94,-9,-2,2,9,1,5,-1.9,0.98,102
Cc1ccccc1OCCN1C(=O)c2ccccc2C1=O,113,-30,-2,10,30,1,-15,.,1.8,100
Cn1c(=O)c(-[n+]2ccccc2)c([O-])c2ccccc21,98,1,-4,-5,-1,1,2,0.84,1.3,105
CNCCCOc1cccc(OC(C)C)c1,101,14,-2,2,-14,1,-1,0.53,1.2,103
CCN(CC)S(=O)(=O)c1cccc(-c2nnc(SCCOc3ccc(Cl)cc3)o2)c1,106,10,-4,25,-10,1,-7,.,1,86
COc1cccc(-n2nc(-c3ccnn3-c3ccccc3)c(=O)n(C)c2=O)c1,96,7,-6,0,-7,1.1,4,0.5,1,106
COc1ccc(Cl)cc1NC(=S)NCc1ccc(S(N)(=O)=O)cc1,97,21,-8,-5,-21,1.1,3,0.16,1.1,105
O=c1c2cc(N3CCOCC3)ccc2[nH]c(=S)n1CC1CCCO1 (stereo unspecified),102,-15,-2,2,15,1,-1,-0.34,1.5,102
O=C1c2ccccc2C(=O)N1CC1=NCCc2ccccc21,96,15,-4,14,-15,1,5,0.07,1.2,94
CCOC(=O)CNC(=O)CSc1nnc(-c2ccccc2)n1Cc1ccco1,103,4,-6,8,-4,1.1,-3,1.1,1,101
CCn1c(SCC(=O)N2CCN(c3ccc(Cl)cc3)CC2)nc2ccccc2c1=O,102,-5,-4,5,5,1,-2,.,1.3,100
O=C(NC1CCCCC1)C1CN(S(=O)(=O)c2ccccc2)CCN1S(=O)(=O)c1ccccc1 (stereo unspecified),97,0,-4,-3,0,1,3,.,1.2,106
COc1ccc(C(=O)C(CO)Oc2ccccc2OC)cc1OC (stereo unspecified),110,-9,-3,4,9,1,-11,.,1,101
CCOC(=O)C1CCN(CCC(=O)Nc2ccccc2)CC1,99,-1,-4,3,1,1,1,-0.68,1,99
COc1ccc(-c2nnc(SCc3ccccn3)n2C)cc1,105,-9,-6,-16,9,1.1,-5,0.8,1.8,114
Cc1c(NC(=O)COC(=O)c2cc3c4ccccc4n(C)c3s2)c(=O)n(-c2ccccc2)n1C,97,-16,0,-68,16,1,4,-0.81,0.77,158*
CCn1ccnc1CN(C)C(=O)c1cc(COc2c(F)cccc2F)on1,98,2,-1,4,-2,1,2,-0.13,1.1,102
CC1CC(C)(C)NC(=S)N1CCCC(=O)Nc1ccc2c(c1)OCCO2 (stereo unspecified),137*,-62,4,10,61,1,-42,-0.015,1.2,97
CCOC(=O)N1CCN(C(=O)COc2ccccc2Cl)CC1,96,20,-6,13,-19,1.1,6,.,1.3,93
CN(c1ccccc1)S(=O)(=O)c1ccc(Cl)c(C(=O)OCC(=O)NC2CCS(=O)(=O)C2)c1 (stereo unspecified),94,3,0,10,-3,1,6,0.78,1.1,97
CCc1cc(C(c2ccncc2)N2CCN(C)CC2)c(NC(=O)c2ccccc2)s1 (stereo unspecified),99,0,-1,-7,0,1,1,-0.18,1.1,106
S=c1[nH]nc(CN2CCCC2)n1Cc1ccccc1,114,32,-9,8,-32,1.1,-15,0.2,1,98

# High-throughput results deposited in PubChem BioAssay by several laboratories.
